# RXFP1 ag: activates the human relaxin receptor RXFP1; Potency, µM (doses to about 57.5 µM), for the others: top-dose activation, most hits filed as activators; AID 2676; Q9HBX9; HEK293T-RXFP1 cAMP TR-FRET, 30 min; response scale: percent of porcine relaxin response, buffer zero; 370,000 tested, 0.3% active; also: potency is read from the fitted curve at half-maximal effect; % is scaled to controls: 0 for no effect and ±100 for the full control effect; nearly all actives have a fitted effect of over 60% in size; many of its hits are not listed in these tables
#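 HEK293T cells stably expressing RXFP1 were pretreated with the PDE4 inhibitor Ro 20174, exposed to compounds for 30 min at 37C, lysed, and cAMP was read by TR-FRET. Data normalized to buffer (basal) and 29 nM porcine relaxin (100%).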
# TrxR1 substrate: rat thioredoxin reductase 1 substrate activity; purified TrxR1 substrate turnover, NADPH consumption readout; Potency, µM (top dose mostly 114 µM), inactives show at the highest dose activity change, negative = substrate turnover; 390,000 tested, 0.01% active; O89049; also: potency is read from the fitted curve at half-maximal effect; % is scaled to controls: 0 for no effect and ±100 for the full control effect; nearly all actives have a fitted effect of over 50% in size
#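 Rat TrxR1, dispensed at 90 nM, was prereduced with 400 uM NADPH (final) for 5 min at ~22 deg C, then incubated with compound 15 min before 400 uM selenite. A first-read NADPH fluorescence drop versus no-compound background flagged substrates.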
# Vif-A3G inh: Vif-A3G binding inhibition; Q9HC16; HeLa A3G-eYFP + Vif (tagged APOBEC3G with the HIV-1 protein that degrades it), YFP fluorescence, overnight; Potency, µM (series often up to 46.1 µM), inactives show at the highest dose activity, negative = active, most hits filed as inhibitors; 410,000 tested, 0.076% active; AID 602310;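 also: potency is read from the fitted curve at half-maximal effect; % is scaled to controls: 0 for no effect and ±100 for the full control effect; nearly all actives have a fitted effect of over 60% in size; hits raise eYFP signal because A3G escapes Vif-driven loss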
# Target sequence (Q9HC16 whole entry, looked up): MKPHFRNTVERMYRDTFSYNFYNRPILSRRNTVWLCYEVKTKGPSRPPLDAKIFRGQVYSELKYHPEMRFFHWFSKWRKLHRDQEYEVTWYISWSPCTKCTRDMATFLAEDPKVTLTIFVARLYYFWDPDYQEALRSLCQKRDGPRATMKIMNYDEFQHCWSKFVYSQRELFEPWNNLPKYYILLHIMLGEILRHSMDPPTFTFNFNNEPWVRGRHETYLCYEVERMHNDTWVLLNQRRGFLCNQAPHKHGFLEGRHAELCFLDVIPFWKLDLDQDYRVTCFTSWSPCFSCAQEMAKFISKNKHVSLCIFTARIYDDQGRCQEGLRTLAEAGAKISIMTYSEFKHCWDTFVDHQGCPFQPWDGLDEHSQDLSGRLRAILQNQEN
#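 HeLa cells stably expressing Vif and C-terminally eYFP-tagged A3G, seeded overnight at 37 deg C, then exposed to compound by pintool overnight at 37 deg C. Rise in yellow fluorescence (Ex 488/Em 500-530, Acumen) marks blocked Vif-driven A3G degradation.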
# LDHA inh: inhibitors of human lactate dehydrogenase A; P00338; purified LDHA, NADH/diaphorase-resazurin fluorescence; hits give low values; activity change, % (values are at about 110 or 230 µM); 480,000 tested, 0.15% active; AID 1347041; in the data active = activity change below about -30%; inconclusive = mostly about -25% to -30%;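 also: plate controls were DMSO wells for no effect and wells without enzyme for full effect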
#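 LDH5 2 nM; NADH 0.06 mM, pyruvate 0.2 mM; 200 mM Tris pH 7.4, EDTA, Tween-20; 5 min RT. Detection: diaphorase 0.133 mg/mL + resazurin 37 µM, fluorescence ex540/em590 at 0 and 20 min; normalized to enzyme-free and DMSO wells.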
# PI4K2A block: inhibitors of human PI4K2A | purified PI4K2A, ADP-Glo luminescence, 1 h; hits give low values | activity change, negative = inhibition, % at 76.9 µM | 420,000 tested, 0.13% active; in the data active = activity change below about -50%; inconclusive = mostly about -30% to -49%;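 also: -100% = wells without enzyme as full effect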
# Target sequence (Q9BTU6 whole entry, looked up): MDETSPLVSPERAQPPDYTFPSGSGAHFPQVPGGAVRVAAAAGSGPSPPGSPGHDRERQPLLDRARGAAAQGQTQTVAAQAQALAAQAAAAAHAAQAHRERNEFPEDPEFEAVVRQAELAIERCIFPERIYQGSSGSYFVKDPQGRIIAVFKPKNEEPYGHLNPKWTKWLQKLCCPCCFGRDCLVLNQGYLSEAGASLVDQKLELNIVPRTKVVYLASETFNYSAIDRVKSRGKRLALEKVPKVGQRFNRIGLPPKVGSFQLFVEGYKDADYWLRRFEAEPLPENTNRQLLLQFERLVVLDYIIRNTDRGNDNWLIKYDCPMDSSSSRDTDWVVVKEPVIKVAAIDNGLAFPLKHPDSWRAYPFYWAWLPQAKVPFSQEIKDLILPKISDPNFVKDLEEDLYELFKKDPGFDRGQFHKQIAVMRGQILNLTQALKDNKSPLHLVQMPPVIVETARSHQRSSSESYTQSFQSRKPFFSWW
#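 Compounds are screened against recombinant PI4K2A using PI as substrate and ATP, the latter dispensed at 300 microM. Reactions run one hour at ambient temperature before ADP-Glo detection; full inhibition defined by wells lacking enzyme.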
# USP1 inh: inhibitors of human USP1/UAF1 deubiquitinase. recombinant USP1/UAF1, Ub-Rhodamine cleavage fluorescence. Potency, µM (top dose mostly 57.1 µM), inactives show top-dose activity change, negative = inhibition, usual class: inhibitors. 390,000 tested, 0.23% active. AID 743255; also: potency is read from the fitted curve at half-maximal effect; % is scaled to controls: 0 for no effect and ±100 for the full control effect; nearly all actives have a fitted effect of over 60% in size; inactives centre near -12
#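 High-throughput fluorogenic screen: 1nM USP1/UAF1 complex, Ub-Rho substrate 150nM final, 50mM HEPES pH 7.8 with 0.5mM EDTA, 0.1 mg/ml BSA, 1mM TCEP and 0.01% Tween-20.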
# mIDH1 inhibitor: inhibitors of human mutant IDH1 R132H; Potency, µM (highest dose often 76.6 µM), without a hit: top-dose activity change, negative = inhibition, most hits filed as inhibitors; 390,000 tested, 0.093% active; AID 602179; IDH1-R132H enzyme, NADPH consumption, diaphorase/resazurin fluorescence; also: potency is read from the fitted curve at half-maximal effect; % is scaled to controls: 0 for no effect and ±100 for the full control effect; nearly all actives have a fitted effect of over 65% in size
#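 IDH1-R132H (0.5 ug/mL dispensed) in pH 7.5 Tris buffer was preincubated 30 min with compound, then given a substrate mix of 0.016 mM NADPH and 2 mM alpha-KG for 80 min at room temperature; remaining NADPH was read by diaphorase/resazurin fluorescence.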
# GRP78 ERSR act: ER stress response induction in glioma. U87-MG GRP78 promoter luciferase reporter, 16 h. Potency, µM, for inactives: top-dose activation, usual class: activators. 420,000 tested, 0.02% active. AID 602332; also: potency is read from the fitted curve at half-maximal effect; series mostly up to about 76 µM; % of control where 0% means no effect; nearly all actives have a fitted effect of over 35% in size
#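 ERSR induction read as luciferase luminescence (Bright-Glo, 10 min at room temperature) in stably transfected human U87-MG glioma cells exposed to compounds for 16 h, using GRP78 as sensor.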
# Vif-APOBEC3F blk: blocks the Vif interaction with APOBEC3F; 390,000 tested, 0.2% active; AID 602313; HeLa A3F-eYFP + Vif (tagged APOBEC3F with the HIV-1 protein that degrades it), YFP fluorescence increase; Potency, µM (doses to about 46.1 µM), for inactives: at the highest dose activity, negative = active; also: potency is read from the fitted curve at half-maximal effect; % of control where 0% means no effect; nearly all actives have a fitted effect of over 65% in size
#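 Fluorescence increase (Ex 488/Em 500-530) after overnight compound treatment at 37 deg C flags inhibition of Vif-driven A3F-eYFP loss in stable HeLa A3F-eYFP/Vif cells seeded overnight beforehand.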
# Starred values were filed as active, the others as inactive; ? = inconclusive; · = not tested or not shown; & = joins results of further samples; [ ] = dose if it differs, or a comment. Unless noted, calls follow the shape of the dose curve; as a rule, active = well fitted curve in the direction sought with a large enough effect; inconclusive = small, poorly fitted or top-dose-only effect, or another doubt; inactive = no such curve, though single readings can be large; an effect the other way counts as inactive or inconclusive.
SMILES,RXFP1 ag,TrxR1 substrate,Vif-A3G inh,LDHA inh,PI4K2A block,USP1 inh,mIDH1 inhibitor,GRP78 ERSR act,Vif-APOBEC3F blk
CCOC(=O)C1CCN(S(=O)(=O)c2ccc(C)c(C(=O)NC3CCCCC3)c2)CC1,1.3%,-1.6%,0.7%,-0.9,7.3,-14.4%,8.2%,-5.3%,2.3%
CCCS(=O)(=O)NCCc1csc2nc(-c3ccc(OC)cc3)nn12,3.4%,1.0%[57.1 µM],0.6%,2.3,-5.5,-6.6%,22.1%,-1.8%,0.0%
Cc1ccccc1Cn1c(=O)n(CCC(=O)NCc2ccco2)c(=O)c2sccc21,18.6%,0.3%,-4.3%,-3.6,1.3,-9.4%,-7.3%,-5.6%,-3.4%
O=C(N/N=C/c1cc([N+](=O)[O-])ccc1O)c1ccncc1,0.9%,-15.3%,1.3%,5.1,3.0,-22.1%,-1.1%,-4.8%,6.3%
CC(C)(Oc1ccc(Br)cc1)C(=O)Nc1cc(-c2nc3ccccc3[nH]2)ccc1Cl,1.4%,8.5%,-5.3%,-0.8,0.3,-23.8%,-4.5%,-2.3%,4.5%
O=S(=O)(N/N=C\c1ccc2c(c1)OCO2)c1ccccc1,-1.9%,-9.2%,-6.7%,0.2,7.1,-22.3%,10.7%,4.1%,3.5%
CCOC(=O)c1cc(-c2ccc(F)cc2)n(CCC(=O)Nc2nc3ccc(OC)cc3s2)c1C,2.3%,-2.9%[57.1 µM],-0.9%,-6.2,1.6,?,17.2%,-3.4%,-1.0%
COc1ccccc1NC(=O)C(=O)NCCC1CCCCN1S(=O)(=O)c1ccc(F)cc1 (centres undefined),2.3%,12.3%,-4.7%,0.4,-6.8,-15.3%,3.2%,-2.3%,2.3%
COCCSc1ccccc1C(=O)Nc1ccc2c(c1)OCO2,0.0%,-4.7%,-1.0%,1.9,-1.4,-19.4%,-4.1%,-3.8%,-1.5%
O=C(c1ccco1)N1CCN(C(=O)C2CC2)CC1,0.8%,-3.6%,1.1%,-15.3,5.3,-19.4%,-6.7%,-2.6%,-3.3%
COc1cccc(C(=O)NCC2CCCN2S(=O)(=O)c2cccs2)c1 (centres undefined),0.2%,1.8%,-3.6%,-6.4,-1.5,-20.0%,3.1%,-2.4%,-10.4%
COc1ccc(CNC(=O)COC(=O)CCCOc2ccc(Cl)cc2Cl)cc1OC,1.6%,-16.4%,0.2%,-2.3,1.3,-5.3%,0.8%,-11.9%,-6.7%
CN(C(=O)Cn1nc(Cc2cccnc2)c2ccccc2c1=O)c1cccc(C(F)(F)F)c1,-0.8%,-4.9%,-12.2%,-15.2&-4.1,-3.3,-11.1%,0.0%,-2.2%,-9.1%
O=C(Nc1cccn2ncnc12)C(F)(F)F,3.1%,-2.7%,0.1%,-10.5,2.7,2.7%,0.1%,-5.9%,-10.0%
CCOC(=O)C1(Cc2ccccc2)CCN(Cc2cccc3c2OCO3)CC1,0.5%,-3.0%[57.1 µM],2.6%,-22.2,0.0,-22.4%,3.6%,-3.6%,-8.6%
Cc1cc(C)n(-c2ccc(C(=O)Nc3cccc([N+](=O)[O-])c3)cc2)n1,3.9%,8.5%,-4.3%,-6.3,-0.9,-2.9%,4.9%,-1.3%,2.1%
Cc1cccc(OCCC(=O)OCC(=O)Nc2c(C)nn(-c3ccccc3)c2C)c1,1.5%,3.0%,-0.6%,-3.0,-0.8,-7.2%,2.5%,-0.8%,2.0%
O=C(Cn1ncc2c3ccccc3n(Cc3ccc(Cl)cc3)c2c1=O)NCc1cccs1,-2.2%,1.0%,-4.5%,-9.1,0.4,?,-9.7%,-2.3%,?
O=C(Oc1ccc(N(Cc2cccs2)C2=NS(=O)(=O)c3ccccc32)cc1)c1ccc(Cl)cc1,-0.1%,17.1%,-3.4%,-3.0,2.6,-18.0%,3.1%,-1.9%,·
O=C(OCc1cc(=O)n2cc(Br)ccc2n1)c1ccc(Cl)c(S(=O)(=O)NCc2ccccc2)c1,8.1%,-2.0%,-4.0%,-6.0,-3.8,-18.0%,-1.6%,-2.1%,-11.4%
Cc1ccc(C(=O)NC(C)C2CC3CCC2C3)c(C)c1 (centres undefined),-1.8%,6.4%,0.8%,-5.1,-0.2,-15.1%,3.8%,2.9%,-7.2%
Cc1nn(C(C)C(=O)NCCCc2ccccc2)c(=O)c2cc3occc3n12 (centres undefined),4.4%,0.3%,0.9%,-0.3,5.7,-10.0%,3.9%,-3.4%,2.9%
CCOc1ccc(N2C(=O)CC(N3CCOCC3)C2=O)cc1 (centres undefined),-0.9%,8.3%,1.6%,1.1,0.4,-21.9%,6.1%,-2.6%,2.1%
Cc1ccc(Cl)cc1-n1ncc2c(NCCc3ccccc3)ncnc21,0.2%,-0.3%[57.1 µM],-4.3%,1.5,0.7,-3.6%,-5.0%,-3.0%,0.2%
O=C(CCCc1ccccc1)Nc1ccnn1C1CCN(Cc2ccccc2)CC1,-0.6%,-3.4%,-10.4%,-0.5,-3.6,-6.3%,0.0%,-5.6%,-7.9%
CCOC(=O)c1nnn(-c2nonc2N)c1-c1ccc(OCC)cc1,-0.1%,8.0%[57.1 µM],-7.0%,1.7,-1.5,-7.9%,5.2%,9.2%,9.5%
COc1ccc(CC(=O)Nc2cc(-c3cn4cccnc4n3)ccc2OC)cc1,0.4%,17.2%[57.1 µM],-0.2%,-0.8,-2.3,4.1%,11.0%,-1.6%,0.4%
O=S(=O)(NCC1(N2CCOCC2)CCCCC1)c1ccc(F)cc1,-0.2%,3.5%,0.0%,-4.5,-1.8,-15.2%,-2.2%,-0.6%,-5.9%
CCOC(=O)C1CCN(Cc2cc(=O)oc3c(C)c(C)ccc23)CC1,-0.9%,-5.0%,0.9%,-1.2,-3.5,-23.6%,1.1%,-11.2%,-8.2%
Cc1ccc(/C(O)=C2/C(=O)C(=O)N(CCN3CCOCC3)C2c2cccnc2)cc1 (centres undefined),-0.5%,-10.5%,0.3%,5.7,1.4,-14.8%,8.9%,-1.9%,1.4%
COc1ccc(/C=C/C(=O)c2cc3c(cc2N)OCO3)cc1,-0.1%,-16.5%[57.1 µM],-19.6%,6.0,-8.8,-26.8%,7.3%,0.8%,-1.9%
Cc1ccc(C)c(N2CCN(C(=O)c3cc4ccc5cccnc5c4[nH]3)CC2)c1,3.8%,-3.4%,2.8%,-0.6,-4.4,?,4.3%,-0.1%,0.7%
CN(C)S(=O)(=O)N1CCC(c2ccc(F)cc2)C(COc2ccc3c(c2)OCO3)C1 (centres undefined),0.7%,-8.0%,-0.2%,3.0,-2.5,-19.7%,5.0%,-5.9%,-0.3%
O=C(Nc1ccc2c(c1)CCC2)c1ncoc1-c1ccccc1F,-1.0%,0.9%,-6.3%,-9.1,-5.1,?,-4.1%,8.0%,-1.1%
COCCn1c(SCc2nc3scc(-c4ccc(Cl)cc4)c3c(=O)[nH]2)nnc1-c1cccc(C)c1,3.1%,-10.5%,?,-3.8,5.3,-21.8%,-3.0%,-6.4%,-18.7%
O=C(NCCc1nc2ccccc2[nH]1)/C(=C/c1ccco1)NC(=O)c1ccc(Br)cc1,-0.7%,-11.2%,-5.5%,1.4,-3.2,-20.1%,5.0%,-2.8%,0.8%
CC(C)CC(c1nnnn1CCc1ccccc1)N1CCC(C(N)=O)CC1 (centres undefined),0.4%,10.6%[57.1 µM],0.6%,-1.6,-1.7,4.1%,2.0%,0.6%,-17.5%
C#CCOCCOCCOCCNc1nc(N2CCN(C(=O)CCCCCCCCCCNC(=O)[C@H](CCCCN)n3cc(CCO)nn3)CC2)nc(N2CCN(C(=O)CCCCCCCCCCNC(=O)[C@H](CCCCN)n3cc(CCCC(=O)O)nn3)CC2)n1,1.1%,-1.6%,3.2%,0.4,2.5,-19.4%,6.5%,-6.3%,-6.6%
COc1cc(CNCc2cccnc2)ccc1OCC(=O)NC(C)(C)C,-0.1%,-2.2%,0.3%,-5.7,-3.7,-1.9%,7.2%,-4.2%,-9.4%

# Entries of single compounds from above. Order of screens: RXFP1 ag | TrxR1 substrate | Vif-A3G inh | LDHA inh | PI4K2A block | USP1 inh | mIDH1 inhibitor | GRP78 ERSR act | Vif-APOBEC3F blk
# O=C(Nc1ccc2c(c1)CCC2)c1ncoc1-c1ccccc1F as listed: -1.0% | 0.9% | -6.3% | -9.1 | -5.1 | ? | -4.1% | 8.0% | -1.1%
# COc1ccc(/C=C/C(=O)c2cc3c(cc2N)OCO3)cc1 as listed: -0.1% | -16.5%[57.1 µM] | -19.6% | 6.0 | -8.8 | -26.8% | 7.3% | 0.8% | -1.9%
# Cc1ccc(C)c(N2CCN(C(=O)c3cc4ccc5cccnc5c4[nH]3)CC2)c1 as listed: 3.8% | -3.4% | 2.8% | -0.6 | -4.4 | ? | 4.3% | -0.1% | 0.7%
# CN(C)S(=O)(=O)N1CCC(c2ccc(F)cc2)C(COc2ccc3c(c2)OCO3)C1 (centres undefined) as listed: 0.7% | -8.0% | -0.2% | 3.0 | -2.5 | -19.7% | 5.0% | -5.9% | -0.3%

# Compound activity (PubChem BioAssay)

# An excerpt, so the mix of outcomes need not match the whole.
